DT40 TDP1 CPT: growth inhibition of DT40 Tdp1-/-;hTDP1 cells with camptothecin (screen for TDP1 inhibitors); chicken DT40 Tdp1-/-;hTDP1 cells + 20 nM CPT, ATP luminescence, 48 h; Potency, µM (titrated, usually from 46.2 µM), without a hit: top-dose activity change, negative = growth inhibition, usual class: inhibitors; actives 12% (n = 420,000); AID 686979; note: nearly all actives have a fitted effect of over 55% in size
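Chicken DT40 Tdp1-/- cells stably complemented with human TDP1 were seeded at 400 cells/well in medium containing 20 nM camptothecin, exposed to pin-transferred compounds, and grown at 37 °C for at least 48 hr. Viability was read as ATP luminescence.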
TDP1 cell noCPT: qHTS for Inhibitors of human tyrosyl-DNA phosphodiesterase 1 (TDP1): qHTS in cells in absence of CPT | DT40 Tdp1-/- hTDP1 cells, no CPT, ATP luminescence, 48 h | Potency, µM (titrated, usually from 46.2 µM), inactives show at the highest dose activity change, negative = growth inhibition, usual class: inhibitors | actives 15% (n = 420,000); note: nearly all actives have a fitted effect of over 55% in size
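Luminescent ATP content (CellTiter-Glo) served as the growth readout. Knockout chicken DT40 cells expressing human TDP1 were exposed to compounds without camptothecin for a minimum 48 hr at 37 °C.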
GCN5L2 inh: inhibitors of human GCN5L2 histone acetyltransferase | GCN5L2 HAT assay, ThioGlo1 CoA-SH fluorescence | Potency, µM (doses to about 58.9 µM), for inactives: at the top dose activity change, negative = inhibition, most hits filed as inhibitors | AID 504327 | actives 0.21% (n = 390,000)
Target sequence (Q92830 whole entry, looked up): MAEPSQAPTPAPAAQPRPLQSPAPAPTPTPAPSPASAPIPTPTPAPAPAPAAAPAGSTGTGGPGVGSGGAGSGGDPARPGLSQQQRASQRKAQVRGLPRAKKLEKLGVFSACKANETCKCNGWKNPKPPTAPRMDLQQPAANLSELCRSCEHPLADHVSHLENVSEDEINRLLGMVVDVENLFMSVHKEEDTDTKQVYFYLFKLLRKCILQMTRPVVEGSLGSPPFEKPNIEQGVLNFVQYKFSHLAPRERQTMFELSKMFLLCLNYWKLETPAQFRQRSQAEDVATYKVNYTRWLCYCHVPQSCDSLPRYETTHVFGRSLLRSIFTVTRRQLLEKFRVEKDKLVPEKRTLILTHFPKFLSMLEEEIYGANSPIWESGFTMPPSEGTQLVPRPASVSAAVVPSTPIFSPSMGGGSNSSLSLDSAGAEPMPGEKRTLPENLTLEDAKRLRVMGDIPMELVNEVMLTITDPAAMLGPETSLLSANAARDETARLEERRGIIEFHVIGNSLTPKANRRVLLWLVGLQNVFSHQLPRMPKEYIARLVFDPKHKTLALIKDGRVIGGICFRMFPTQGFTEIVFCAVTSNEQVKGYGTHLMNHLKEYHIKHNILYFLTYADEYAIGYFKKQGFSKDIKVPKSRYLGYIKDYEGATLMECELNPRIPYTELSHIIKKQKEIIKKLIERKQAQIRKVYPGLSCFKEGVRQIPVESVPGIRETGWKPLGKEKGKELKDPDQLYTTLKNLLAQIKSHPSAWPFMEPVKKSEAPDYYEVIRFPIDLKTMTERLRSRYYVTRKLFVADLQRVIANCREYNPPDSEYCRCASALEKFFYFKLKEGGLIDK
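Titration-based screen in which CoA formation is detected via maleimide probe ThioGlo1 (50uM) turning fluorescent on thiol reaction; substrates H3(1-25) 75uM and acetyl-CoA 70uM, GCN5L2 20nM, 20 min incubation at room temperature.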
Active calls of the source: *; ? = inconclusive; / = no result given; & = joins results of further samples; [ ] = remark or other dose. Calls come from the whole dose curve; as a rule, active = well fitted curve in the direction sought with a large enough effect; inconclusive = small, poorly fitted or top-dose-only effect, or another doubt; inactive = no such curve, though single readings can be large; an effect the other way counts as inactive or inconclusive. % is set by controls: 0 for no effect and ±100 for the full control effect; potency is the fitted concentration of half-maximal effect.

SMILES | DT40 TDP1 CPT | TDP1 cell noCPT | GCN5L2 inh
Cc1ccc(S(=O)(=O)c2nnn3c2nc(N2CCOCC2)c2ccccc23)c(C)c1 | ? | ? | -10%
CCC(C)NC(=O)CSc1ncnc2sccc12 (centres undefined) | 8% | 18% | -6%
CC(C)=NNc1nc(-c2ccccc2)c(C)s1 | ? | ? | -7%
COc1ccc(OC)c(CNC(=O)C2CCC(=O)N2C(C)C)c1 (centres undefined) | 2% | 5% | -20%
COc1ccc(/C=N/c2oc(-c3ccccc3)cc2C#N)cc1 | -15% | -10% | -6%
Cc1ccc(C(=O)Nc2nnc(S(=O)(=O)Nc3ccccc3C)s2)cc1C | -8% | -12% | -1%
COc1ccc(OCC(=O)Nc2ccc(Cl)c(-c3nc4ncccc4o3)c2)cc1 | -25% | -23% | -8%
CC(=O)c1sc(NC(=O)c2cccs2)nc1C | -26% | -8% | 15%
CCN(CC)S(=O)(=O)c1ccc(N2CCCCC2)c(NC(=O)/C(C#N)=C/c2ccc(OC)cc2)c1 | ? | 16µM* | -9%
CCOc1ccc(Nc2nc(Cc3nnc(SCC(=O)NC4CCCC4)n3C)cs2)cc1 | -2% | -13% | -2%
NS(=O)(=O)c1ccc(N2N=C(c3ccccc3)CC2c2ccccc2Br)cc1 (centres undefined) | -26% | -25% | -6%
COC(=O)c1sccc1S(=O)(=O)N(CC(=O)NCc1ccc(C)cc1)c1ccc(C)cc1 | 23µM* | ? | -10%
CCn1c(-c2cc(-c3ccccc3)sc2N)n[nH]c1=S | ? | 8.2µM* | 1%
C[C@@H]1CN([C@H](C)CO)C(=O)CCCn2nncc2CO[C@@H]1CN(C)S(=O)(=O)c1cn(C)cn1 | 14% | -9% | /
CC(=O)Oc1ccc(C2C3=C(CC(C)(C)CC3=O)Nc3cc4c(cc32)OCCO4)cc1 (centres undefined) | -1% | 6% | -12%
COc1ccc(OC)c(NC(=O)Cn2c(=O)cc(-c3ccccc3)c3c(C)nn(C)c32)c1 | ? | 21µM* | -15%
O=C1CC(c2cccnc2)c2cc3c(cc2N1)OCCO3 (centres undefined) | 1% | -14% | -4%
COc1ccc(C(=O)Nc2ccc(NC(=O)c3cccs3)cc2)cc1[N+](=O)[O-] | -12% | 5% | 41%[activator]
COc1ccc(/C=N/NC(=O)c2ccc3c(c2)NC(=O)C(C)(C)O3)cc1OC | -2% | ? | -9%
O=C(OCC(=O)N1CCN(Cc2ccccc2)CC1)c1ccc(Cl)cc1 | ? | ? | -7%
CC1(C)CN=C(NC2CCCCC2)S1 | -26% | 0% | 3%
O=C(CSC1=NS(=O)(=O)c2ccccc2N1)Nc1ccc(F)cc1 | -2% | -18% | -3%
COc1cccc(-c2cc(C(=O)Nc3ccc(OC)c(OC)c3)no2)c1 | -27% | -9% | -1%
Cc1ccsc1CN(C)CC(=O)Nc1ccc([N+](=O)[O-])cc1Cl | -4% | ? | -10%
CC1C(=O)N(c2ccc(S(=O)(=O)N(C)C)cc2)C1(/C=C/c1ccccc1)C(=O)NC1CCCC1 (centres undefined) | ? | ? | -7%

More records.
SMILES | DT40 TDP1 CPT | TDP1 cell noCPT | GCN5L2 inh
CC(=O)NCCNC(=O)CNC(=O)c1ccc(Cl)cc1 | 4% | -26% | 5%
CN(C(=O)c1ccncc1)c1nnc(-c2cnccn2)s1 | -15% | -5% | -5%
Cc1c(NC(=O)Nc2cccc(C#N)c2)c(=O)n(-c2ccccc2)n1C | 5% | 5% | -1%
CC(C)OCCCn1c(=O)c2ccccc2n2c(CCC(=O)NC3CCN(Cc4ccccc4)CC3)nnc12 | ? | -25% | -2%
Cc1cccc(C(C#N)c2ccc(Cl)nn2)c1 (centres undefined) | -17% | -30% | 4%
Cc1cc(C)n2nc(SCC(=O)N3CC(C)CC(C)C3)nc2n1 (centres undefined) | 21% | -4% | -9%
COc1ccccc1CN1CCN(C(c2ccccc2)c2ccccc2)CC1 | ? | ? | -2%
COc1cccc(CN2CCC(C(=O)N3CCN(c4ccccc4F)CC3)CC2)c1OC | -18% | -12% | 3%
CC(=O)Nc1ccc(OCC(O)Cn2cncn2)cc1 (centres undefined) | 23% | -8% | -10%
CC1=CC(C)(C)n2c(O)c(N=N)c3c(C)ccc1c32 | -14% | ? | -12%
O=[N+]([O-])c1cc(C(F)(F)F)ccc1Sc1nccn1Cc1ccccc1 | -20% | -9% | 1%
COc1ccc(NC(=O)c2cc(Cl)ccc2Cl)c([N+](=O)[O-])c1 | -3% | ? | -4%
COc1ccc(C2C(C(=O)/C=C/c3ccco3)=C(O)C(=O)N2CCN2CCOCC2)cc1 (centres undefined) | 3% | 2% | -9%
Cc1ccc(NC(=O)CN(C)S(=O)(=O)c2cccc3nsnc23)c(C)c1 | -28% | -20% | -15%
Cc1cccc(C)c1NC(=O)CSc1ncnc2nc[nH]c12 | -22% | -14% | 0%
Cc1ccc(/C=C/C(=O)NCc2cccs2)o1 | ? | ? | -6%
COc1cccc(C2CC(c3cccs3)=NN2C(=O)CCC(=O)O)c1OC (centres undefined) | 21% | -12% | -7%
CC(C)N(Cc1ccccc1)C(=O)CN1C(=O)NC2(CCOc3ccccc32)C1=O (centres undefined) | -24% | -4% | -2%
CCCCC(=O)Nc1nnc(SCC(=O)Nc2ccc(OC)cc2)s1 | -4% | -7% | 2%
COc1ccc(S(=O)(=O)N(CC(=O)NCCC(C)C)c2ccccc2)cc1OC | -27% | ? | -7%
Clc1ccccc1CNCc1ccc2c(c1)OCO2 | ? | ? | /
COc1ccccc1-c1cnc(C(O)c2cc(Cl)cc(Cl)c2)[nH]1 (centres undefined) | 21µM* | ? | /
Cc1ccc(S(=O)(=O)Nc2cccc3cccnc23)cc1 | ? | 21µM* | -11%
COc1ccc(F)cc1C(=O)C1CCCN(Cc2cccn2-c2ccccn2)C1 (centres undefined) | ? | 16µM* | -6%
COc1ccc(NC(=O)CCSc2ccc(C)cc2)cc1 | ? | ? | 25%

Brought forward from above: 4 entries, followed by the next part.
SMILES | DT40 TDP1 CPT | TDP1 cell noCPT | GCN5L2 inh
COc1ccccc1-c1cnc(C(O)c2cc(Cl)cc(Cl)c2)[nH]1 (centres undefined) | 21µM* | ? | /
Cc1ccc(S(=O)(=O)Nc2cccc3cccnc23)cc1 | ? | 21µM* | -11%
COc1ccc(F)cc1C(=O)C1CCCN(Cc2cccn2-c2ccccn2)C1 (centres undefined) | ? | 16µM* | -6%
COc1ccc(NC(=O)CCSc2ccc(C)cc2)cc1 | ? | ? | 25%
COc1ccc(NC(=O)c2cccc(N3CCCS3(=O)=O)c2)c(OC)c1 | -24% | 12% | 17%
O=C(/C=C\c1ccc(-c2cccc([N+](=O)[O-])c2)o1)N1CCOCC1 | ? | 23µM* | 0%
COC(=O)c1oc2ccc(Cl)cc2c1N | 0% | -8% | -3%
O=C(C=C1NCCN1)c1ccccc1 | 16% | -8% | /
CCN(C(=O)c1ccc(S(C)(=O)=O)cc1)C12CC3CC(CC(C3)C1)C2 | ? | ? | 5%
C(=C\c1ccccn1)/c1ccccc1 | -6% | -7% | /
COc1ccc(NC(=O)Oc2cc(C)ccc2C(C)C)cc1 | -17% | -29% | 0%
COc1cccc(CSC(C(=O)O)c2ccccc2)c1 (centres undefined) | 4% | 3% | /
NCCCN(Cc1ccccc1)c1ccc(Br)cn1 | 11µM* | ? | /
Cc1c(C(=O)NCCSCc2cccc(C(F)(F)F)c2)cnn1-c1ccc(F)cc1 | -27% | ? | 2%
COc1ccc2cc3cc(C(=O)N4CCCCC4C)oc3nc2c1 (centres undefined) | 16µM* | ? | -9%
COC(=O)C1CCCN1C(=O)COc1ccc(Cl)cc1Br (centres undefined) | 18µM* | ? | 0%
O=C(Nc1ccccc1)NC1CCCCC1 | -6% | 2% | -1%
Cc1cccc2cc(COC(=O)c3ccccn3)c(=O)[nH]c12 | 0% | -2% | 2%
O=[N+]([O-])c1ccc2[nH]c3nc4ccccc4nc3c2c1 | -6% | -24% | -24%
O=C(CSc1nnc(-c2cnccn2)n1Cc1ccco1)c1ccc(Cl)c(Cl)c1 | -26% | -18% | -5%
O=C(Cn1[nH]c(=O)c2ccccc2c1=O)NC1CCCCCC1 | ? | -28% | -1%
CN1CCN(C(CNS(=O)(=O)c2ccc(F)cc2)c2cccnc2)CC1 (centres undefined) | 4% | -7% | 3%
CC(=O)Oc1[nH]c(=O)c2cccc3c2c1CCC3 | ? | 29µM* | /
Cc1noc(C)c1CSc1ccccc1C(=O)Nc1nccs1 | 12% | -5% | -3%
C[C@@H]1CC2=C(C(=O)OC(C)(C)O2)[C@H](c2ccc(Cl)cc2)O1 | -24% | ? | /
O=C(Nc1ccc(Cl)cc1C(=O)NCc1cccnc1)c1ccco1 | -28% | -6% | -7%
O=C(c1cnccn1)N1CCc2ccccc21 | -21% | -2% | -5%
COc1ccc(NC(=O)CSC2=Nc3ccccc3N=C(c3ccc(F)cc3)C2)cc1OC | ? | ? | -7%
O=[N+]([O-])c1ccc(Cc2nnc(-c3ccccc3Cl)o2)cc1 | ? | ? | -4%

Following part:
SMILES | DT40 TDP1 CPT | TDP1 cell noCPT | GCN5L2 inh
O=C(NCCSCc1c(F)cccc1Cl)c1ccco1 | -22% | -16% | -7%
CC(NC(=O)CCNC(=O)c1ccccc1Cl)C1CC2CCC1C2 (centres undefined) | -18% | 7% | -8%
CCOC(=O)CC1(NC(=O)c2cc(COc3ccc(F)c(F)c3)on2)CCCCC1 | 23µM* | 18µM* | -7%
Cc1cc(/C=N/n2cnnc2)c(C)n1-c1cccc(C(=O)O)c1 | -1% | -1% | 9%
CC1CN(S(=O)(=O)c2ccc(C(=O)Nc3nncs3)cc2)CC(C)O1 (centres undefined) | 1% | -20% | 0%
Cc1ccc(C(=O)N(Cc2ccco2)c2ccccn2)cc1 | -18% | ? | -4%
CCN1C(=O)/C(=C2/C=Cc3cc(C)ccc3N2CC)N(C)C1=S | 23µM* | 21µM* | 29%
CCOC(=O)C1(C(=O)OCC)CCN(S(=O)(=O)c2ccccc2)CC1 | -2% | 5% | /
COc1ccccc1C(=O)Nc1nc(-c2ccccc2)ns1 | -29% | 23µM* | -1%
COc1ccc([N+](=O)[O-])cc1-n1cccc1 | 2% | -2% | -1%
Cc1ccc(-n2nnnc2Sc2nc([N+](=O)[O-])nn2C)cc1 | ? | ? | 36%[activator]
CCc1ccccc1NC(=O)C1CCCN(c2nnc(-n3c(C)ccc3C)s2)C1 (centres undefined) | 21µM* | 21µM* | 0%
O=C(CSc1nnc(NC(=O)c2ccco2)s1)Nc1ccc2c(c1)OCCO2 | -16% | -14% | -6%
Cc1ccc(-n2ccn(CC(=O)NCCc3ccccc3)c(=O)c2=O)cc1C | -29%&-24% | -22%&-2% | -5%&-5%
COC(=O)c1cc(NC(=O)c2cccc(C(F)(F)F)c2)c(=O)oc1C | 21% | -18% | -4%
CCOc1ccc(N2CC(=O)SC2=S)cc1 | -1% | -3% | 0%
CCOC(=O)N1CCN(c2ccc(S(=O)(=O)N(Cc3ccccc3)Cc3ccccc3)cn2)CC1 | 13µM* | 13µM* | -8%
Cc1ccc(-c2nn(-c3ccccc3)c3c2cnc2ccccc23)cc1C | -14% | -2% | -1%

6 compounds from above, showing only TDP1 cell noCPT.
smiles | TDP1 cell noCPT
Cc1ccc(C(=O)N(Cc2ccco2)c2ccccn2)cc1 | ?
Cc1ccc(-n2ccn(CC(=O)NCCc3ccccc3)c(=O)c2=O)cc1C | -22%&-2%
CC1CN(S(=O)(=O)c2ccc(C(=O)Nc3nncs3)cc2)CC(C)O1 (centres undefined) | -20%
CC(NC(=O)CCNC(=O)c1ccccc1Cl)C1CC2CCC1C2 (centres undefined) | 7%
CCOC(=O)C1(C(=O)OCC)CCN(S(=O)(=O)c2ccccc2)CC1 | 5%
Cc1ccc(-n2nnnc2Sc2nc([N+](=O)[O-])nn2C)cc1 | ?

Compound activity (PubChem BioAssay)

Not all compounds are listed; rates above refer to the full screens.
